ERK EGF inh: blocks ERK signaling stimulated by EGF; AID 1454; HEK293-V1b, EGF-stimulated phospho-ERK AlphaScreen; hit rate 0.41% among 130,000; Potency, µM (series often up to 11.5 µM), for the others: top-dose activity change, negative = inhibition, actives largely listed as inhibitors; active means well fitted inhibition curve with a large enough effect; inconclusive means small, poorly fitted or top-dose-only effect, or effect the other way;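 further: plate controls were stimulated vehicle wells for no effect and unstimulated vehicle basal for full effect; nearly all actives have a fitted effect of over 55% in size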
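Compounds are titrated over HEK293-V1b cells kept overnight in 1% FBS. After 30 min at 37C, EGF (25 nM final) triggers ERK phosphorylation for 5 min, measured by AlphaScreen in lysates.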
Numbers without * were called inactive; ? = inconclusive; [ ] = remark or other dose. Potency means the concentration at half of the fitted maximal effect.

| ERK EGF inh | Molecule |
| --- | --- |
| 5% | O=C(Nc1ccc(-c2nc3ncccc3o2)cc1)c1ccc(Br)o1 |
| 6%[57.5 µM] | CCN1CCN(S(=O)(=O)c2cc(C(=O)O)ccc2Cl)CC1 |
| 4%[57.5 µM] | O=C(O)CSCC(=O)Nc1ccc(Br)c(C(F)(F)F)c1 |
| 3% | CCOP(=O)(OCC)C(Nc1ccccc1)c1cc(OC)ccc1OC (configuration not stated) |
| -12% | Cc1ccc(S(=O)(=O)N(CC(=O)NCC2CCCO2)c2cccc([N+](=O)[O-])c2)cc1 (configuration not stated) |
| -1% | CCN(CC)c1ccc2cc(-c3nnc(-c4ccccc4)o3)c(=O)oc2c1 |
| -1%[57.5 µM] | Nc1c(C(=O)O)sc2nc(-c3ccccc3)cc(-c3ccccc3)c12 |
| 3% | Cc1ccc(C2(C)NC(=O)N(CC(=O)Nc3cc(S(=O)(=O)N4CCOCC4)ccc3C)C2=O)cc1 (configuration not stated) |
| 4%[57.5 µM] | COc1cc(OC)cc(C(=O)/C=C2\Sc3ccccc3N2C)c1 |
| -8% | COc1ccc(/C(=N\Nc2ccccc2C(=O)O)c2ccccc2)cc1 |
| 22% | Cc1cc(Br)cc(C)c1OCC(=O)NNC(=O)CCC(=O)NCc1ccccc1 |
| 3% | COc1ccc(C(=O)CCC(=O)Nc2cccc(Cl)c2)cc1 |
| 11% | O=c1c(-c2ccc(Cl)cc2)nc2cncnc2n1Cc1ccc(F)cc1 |
| -1% | CCNC(=O)C(=O)N/N=C/c1cc([N+](=O)[O-])ccc1O |
| 0% | CC(CCCC(C)(C)O)NC(=O)c1cc(COc2ccc3ncccc3c2)on1 (configuration not stated) |
| -1% | Cc1ccc(CNC(=O)[C@@H]2C[C@H]2[C@@H](NP(=O)(c2ccccc2)c2ccccc2)c2ccccc2)o1 |
| 1%[57.5 µM] | CCOC(=O)c1cn(Cc2cccc(Cl)c2)c2cc(C)nn2c1=O |
| 5% | CC(NC(=O)CCn1nc(-c2ccc(Cl)cc2)ccc1=O)c1ccccc1 (configuration not stated) |
| 2% | Cc1cc(C)c(NC(=O)C[N+](C)(C)CC(O)COc2cccc3ccccc23)c(C)c1 (configuration not stated) |
| -10% | Cc1ccccc1NC(=O)Cc1nnc(SCC(=O)Nc2ccccc2)n1C |
| -11%[57.5 µM] | CN1C[C@@H]2C[C@@H](c3cccn3-c3nccs3)N3CCC[C@@]23C1=O |
| 4% | O=C(NCc1ccccc1)C1c2ccccc2Oc2ccccc21 |
| -5% | c1ccc2c(c1)OCCOCCOCCOCCOCCOc1ccccc1OCCOCCOCCO2 |
| -7% | O=S(=O)(Nc1cccc(-c2ccc3nncn3n2)c1)c1cccs1 |
| ? | c1ccc(-c2ccc(N3CC[C@@]4(CCCNC4)C3)cc2)cc1 |
| -6% | O=C(CCSc1nnc(-c2ccc(O)cc2)o1)N1CCOCC1 |
| -4% | COc1ccc(C2=NN(C(=S)Nc3ccccc3)C(c3ccccc3)C2)cc1 (configuration not stated) |
| 4% | COc1ccc(/C(N)=N/OC(=O)COc2ccccc2Cl)cc1 |
| 7% | Cc1cc(N2CCCC2=O)ccc1S(=O)(=O)Nc1c(C)nn(C)c1C |
| -2% | O=S(=O)(c1ccc(F)cc1)N1CCN(C(=S)NCc2ccccc2)CC1 |
| 0% | Cc1cccc(C)c1NC(=O)COC(=O)c1ccc([N+](=O)[O-])o1 |
| 8% | Cc1ccc(-n2ncc3c(NNC(=O)c4ccco4)ncnc32)c(C)c1 |
| 6% | Cc1[nH]c2ccccc2c1C(=O)CSC(=S)N(C)C |
| 4% | Cc1ccc(OCCCn2ccnc2)c([N+](=O)[O-])c1 |
| -10%[57.5 µM] | CN(C)S(=O)(=O)c1ccc(NC(=O)CN2CCOCC2)cc1 |
| -9%[57.5 µM] | COc1ccc(C2/C=C\CN(C(=O)C3CC3)[C@H](Cc3ccccc3)C(=O)N2Cc2ccc(F)cc2)cc1 (some centres not stated) |
| 1% | COc1ccc(CCNC(=O)COC(=O)C2CC2)cc1 |
| 2%[57.5 µM] | COC(=O)c1csc(S(=O)(=O)N2CCCCC2)c1OC |
| -8%[57.5 µM] | CCCN(c1ccc(C)cc1)c1nc(=O)c2cccnc2s1 |
| -9%[57.5 µM] | CC(=O)NC(NC(=S)Nc1ccc(S(N)(=O)=O)cc1)C(Cl)(Cl)Cl (configuration not stated) |
| 8% | Nc1ccc(-c2nc3ccc(-c4nc5ccc(N)cc5[nH]4)cc3[nH]2)cc1 |
| -8% | C=CCNC(=S)Nc1cc(C)ccn1 |
| 5% | O=C(O)c1ccc2c(c1)C(=O)N(c1cccc(S(=O)(=O)Nc3cccc(C(F)(F)F)c3)c1)C2=O |
| -11% | CC(C)C[C@@H](CC(=O)N[C@@H](CCC(=O)O)CC(=O)O)NC(=O)[C@@H]1CCCC[C@H]1NC(=O)C[C@@H](NC(=O)C[C@H](Cc1ccccc1)NC(=O)[C@@H]1CCCC[C@H]1N)C(C)C |
| 5% | O=C(CC1NCCNC1=O)Nc1cccc([N+](=O)[O-])c1 (configuration not stated) |
| -7%[57.5 µM] | O=C(Nc1cccc(S(=O)(=O)N2CCOCC2)c1)C1CCCN(C(=O)c2ccc(Cl)cc2)C1 (configuration not stated) |
| -7% | COc1ccccc1OCCn1c(=O)n(C)c2ccccc21 |
| -6%[57.5 µM] | Cc1ccc(NC(=O)C2CCCCC2C(=O)O)cc1C (configuration not stated) |
| 4% | Cc1ccc(S(=O)(=O)N(C)CCCC(=O)Nc2ccc(F)cc2)cc1 |
| 2%[57.5 µM] | CC(=O)Nc1ccc(S(=O)(=O)N2CCN(Cc3nc4sc(C)c(C)c4c(=O)[nH]3)CC2)cc1 |

The listing continues:
| ERK EGF inh | Molecule |
| --- | --- |
| -4% | CCOC(=O)C1=C(N)N2C(=O)C(C)SC2=C(C(=O)OCC)C1c1ccccc1 (configuration not stated) |
| -29% | Cc1cccc(C(=O)Nc2nnc(COc3ccccc3)s2)c1 |
| 1% | Cc1ccc(N2C(=O)CC(N3CCc4ccccc43)C2=O)cc1Cl (configuration not stated) |
| -3% | CCCCN(C(=O)c1cccc2c(=O)c(C)c(-c3ccccc3)oc12)c1ccccc1 |
| -10% | CCNCc1ccccc1OCc1ccccc1 |
| -8%[57.5 µM] | CCOC(=O)C1CCCN(Cc2nc(Cc3ccccc3Cl)no2)C1 (configuration not stated) |
| -13%[57.5 µM] | COC(=O)CCCC1=CC2=C(c3ccccc3)C(=O)C(C)(OC(=O)C3CCCC3)C(=O)C2=CN1CC1CC1 (configuration not stated) |
| ? | O=C(NCCOc1ccc(F)cc1)c1ccccc1SCc1ccccc1 |
| 4% | CC1=C(C(=O)Nc2ccccc2C)C(c2cccs2)NC(=S)N1 (configuration not stated) |
| 13% | COc1cc(C)c(NC(=S)Nc2ccc(C)c(Cl)c2)cc1OC |
| -6% | Cn1c(SCC(=O)N2CCCC2)nc2cccnc21 |
| -3% | COC(=O)c1ccc(-c2ccc(C(c3c(C)[nH][nH]c3=O)c3c(C)[nH][nH]c3=O)o2)cc1 |
| -8%[57.5 µM] | NC(=O)CC(NC(=O)Cc1ccc(Cl)cc1)c1ccc(NCCc2ccccc2F)c([N+](=O)[O-])c1 (configuration not stated) |
| -7% | CC(=O)N1CCN(c2ccc(NC(=O)c3ccc(OCc4ccccc4)cc3)cc2)CC1 |
| 7% | Cc1ccccc1-n1c(SCC(=O)NC(N)=O)nc2sc(-c3ccccc3)cc2c1=O |
| -7% | Cc1ccc(NC(=O)C(c2ccccc2)N(C)C)cc1Cl (configuration not stated) |
| 5% | C=CCN1C(=O)C(Cc2ccc(F)cc2)S/C1=N/N=C/c1ccco1 (configuration not stated) |
| 6% | COc1ccc(OC)c(/C=C/C(=O)OCC(=O)Nc2cccc(C(C)=O)c2)c1 |
| -2% | OC(CNCCC(c1ccccc1)c1ccccc1)COc1ccccc1 (configuration not stated) |
| -10% | CCc1cccc(NC(=S)N2CCC(c3ccccc3)C2)c1 (configuration not stated) |
| -2%[57.5 µM] | Cc1cc(-c2nc(C)c(C(=O)NNS(=O)(=O)c3ccccc3)s2)no1 |
| -6% | Cc1noc(C)c1C(=O)N1CCCC(C(=O)c2ccc(Cl)cc2)C1 (configuration not stated) |
| -7%[57.5 µM] | Cc1cc(NC(=O)CSc2nnc(-c3c[nH]c4ccccc34)n2-c2ccc(F)cc2)no1 |
| 4% | CN(C)c1cccc(C(=O)OCC(=O)NCc2ccco2)c1 |
| 0% | O=C(Nc1nc(-c2ccco2)c(-c2ccco2)s1)C1CCC1 |
| -2% | CC1Cc2ccccc2N1CC(=O)Nc1ccc(N2CCOCC2)cc1 (configuration not stated) |
| -2% | O=C(c1sc2cc(F)ccc2c1Cl)N1CCN(c2ccccc2)CC1 |
| 10%[57.5 µM] | O=C(CNc1ccc(F)cc1F)NC(=O)NCc1ccco1 |
| 5% | CCc1ccccc1NC1=NCC(=O)N1C1CCCC1 |
| -11% | Cc1ccc(OCCCCN2CCCCC2)c(Br)c1 |
| -4% | CCSc1nnc2ccc(-c3cccs3)nn12 |
| 6%[57.5 µM] | O=C(Cc1csc(N2CCOCC2)n1)N/N=C/c1ccccc1C(=O)O |
| -44% | Cc1cccc(C(=O)O)c1NC(=O)c1ccc(F)cc1 |
| -5%[57.5 µM] | CC(C)COP(=O)(OCC(C)C)C(O)c1ccc(N(C)C)cc1 (configuration not stated) |
| 4% | CC(C)c1ccc(/C=N/NC(=O)c2c(Cl)cnn2C)cc1 |
| 12%[57.5 µM] | Cc1ccc(NC(=S)NNC(C)(C)C)cc1 |
| -9% | COc1ccc(N2C(=O)CSC(c3ccccc3)C2=O)cc1 (configuration not stated) |
| 1% | N#CCCN(Cc1ccccc1)C(=S)Nc1ccccc1 |
| -21% | COC(=O)c1ccc(C(=O)NC(=S)Nc2ccc3nc(SC)sc3c2)cc1 |
| -1% | COc1ccc(N(CC(=O)NCCc2ccc(Cl)cc2)S(=O)(=O)c2c(C)[nH]c(=O)[nH]c2=O)cc1 |
| 2% | COc1ccc(S(=O)(=O)NCC(c2cccnc2)N2CCN(C)CC2)cc1C (configuration not stated) |
| -2% | COc1ccc(-c2cnnn2-c2ccc(N)cc2)cc1OC |
| 15%[57.5 µM] | CC(=O)Nc1ccc2c(c1)OCCOCCOc1cc(NC(C)=O)ccc1OCCO2 |
| 3% | COc1ccc(OC)c(C2C3=C(CC(C)(C)CC3=O)Nc3nnnn32)c1 (configuration not stated) |
| 0% | CCOc1ccc(C=Nc2cccc3ncccc23)cc1 |
| 7% | O=C(CCSCCC(=O)Nc1ccccc1F)Nc1ccccc1F |
| -4%[57.5 µM] | Cc1cc(O)c(C(=O)Cc2csc(C)n2)c(O)c1 |
| 3% | Cc1cc(C)nc(Nc2n[nH]c(C)n2)n1 |
| 0% | COc1ccc(CNc2oc(-c3cccc4ccccc34)nc2P(=O)(OC)OC)cc1 |
| -6% | COc1cc(OC)cc(C(=O)NCC(=O)OCC(=O)NC(C)(C)C)c1 |

(next part)
| ERK EGF inh | Molecule |
| --- | --- |
| -2% | CCCC(=O)NC(=S)Nc1cccc(NC(=O)c2ccccc2Cl)c1 |
| 0% | COc1ccccc1NS(=O)(=O)c1cccc(NC(=O)c2sc3ccccc3c2Cl)c1 |
| 7% | COc1ccccc1N1C(=O)C2C(c3ccccc3F)NN(C(=O)c3ccc(C)cc3)C2C1=O (configuration not stated) |
| -9% | O=C(Nc1ccc(C(=O)N2CCOCC2)cc1)c1cc(-c2cccnc2)nc2ccc(Cl)cc12 |
| 2% | CCCn1c(SCC(=O)N2c3ccccc3Sc3ccccc32)nc2ccccc21 |
| -3% | Cc1cc(C)cc(NC(=O)CCN2CCCC2)c1 |
| -5% | O=[N+]([O-])c1cccc(-c2cn3ccccc3n2)c1 |
| -1% | Cc1ccc(-c2csc3nc(CN(C)Cc4ccccc4)[nH]c(=O)c23)cc1 |
| -3%[57.5 µM] | O=C(O)Cn1cnc2c(=S)nc[nH]c21 |
| -17%[57.5 µM] | CC(=O)Nc1cccc(OCCCOc2ccc([N+](=O)[O-])cc2)c1 |
| -1%[57.5 µM] | CCc1cc(C(=O)c2ccc(OC)cc2)c(NC(=O)CN2CCCC2)s1 |
| 1% | CCn1c(SCc2ccc(Cl)cc2)nc2nc3c(cc2c1=O)CCCC3 |
| 11% | CC(=O)Oc1ccc2c(c1)cc(C)n2C |

Exported with each value named: 4 of the compounds above
structure: O=[N+]([O-])c1cccc(-c2cn3ccccc3n2)c1
  ERK EGF inh: -5%
structure: CCCC(=O)NC(=S)Nc1cccc(NC(=O)c2ccccc2Cl)c1
  ERK EGF inh: -2%
structure: CCc1cc(C(=O)c2ccc(OC)cc2)c(NC(=O)CN2CCCC2)s1
  ERK EGF inh: -1%[57.5 µM]
structure: COc1ccccc1NS(=O)(=O)c1cccc(NC(=O)c2sc3ccccc3c2Cl)c1
  ERK EGF inh: 0%

An excerpt from above in order of count of non-hydrogen atoms, smallest number first:
| ERK EGF inh | Molecule |
| --- | --- |
| -3% | Cc1cc(C)cc(NC(=O)CCN2CCCC2)c1 |
| -17%[57.5 µM] | CC(=O)Nc1cccc(OCCCOc2ccc([N+](=O)[O-])cc2)c1 |
| -2% | CCCC(=O)NC(=S)Nc1cccc(NC(=O)c2ccccc2Cl)c1 |
| -1%[57.5 µM] | CCc1cc(C(=O)c2ccc(OC)cc2)c(NC(=O)CN2CCCC2)s1 |
| 2% | CCCn1c(SCC(=O)N2c3ccccc3Sc3ccccc32)nc2ccccc21 |
| 0% | COc1ccccc1NS(=O)(=O)c1cccc(NC(=O)c2sc3ccccc3c2Cl)c1 |

High-throughput results deposited in PubChem BioAssay by National Center for Advancing Translational Sciences (NCATS).

This is a subset; count on the stated rates, not on these rows.
